# NR2E3 ag-1: activates human photoreceptor nuclear receptor NR2E3; AID 2300; inhibition of corepressor binding, % at 4.78 µM; GST-NR2E3/biotin-RetCOR TR-FRET, 1536-well; actives 0.12% (n = 320,000);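 active = percent inhibition above the cutoff of mean plus 3 SD of all tested compounds, set per screening campaign, cut at about 20% in these data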;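 also: 0% = DMSO wells and 100% = biotin wells as full block of FRET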
# Target sequence (Q9Y5X4 whole entry, looked up): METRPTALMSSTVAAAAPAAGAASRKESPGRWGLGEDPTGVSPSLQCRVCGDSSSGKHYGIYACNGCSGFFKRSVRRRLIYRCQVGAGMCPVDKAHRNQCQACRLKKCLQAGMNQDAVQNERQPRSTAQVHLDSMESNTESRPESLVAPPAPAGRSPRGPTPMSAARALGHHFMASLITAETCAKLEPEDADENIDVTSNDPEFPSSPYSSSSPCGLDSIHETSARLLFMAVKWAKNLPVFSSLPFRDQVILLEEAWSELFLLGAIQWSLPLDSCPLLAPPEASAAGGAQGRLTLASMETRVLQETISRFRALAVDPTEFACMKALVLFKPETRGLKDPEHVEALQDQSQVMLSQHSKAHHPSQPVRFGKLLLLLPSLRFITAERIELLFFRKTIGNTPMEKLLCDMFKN
#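 Assay system: NR2E3–RetCOR corepressor complex. Quantity: 1.35 nM GST-NR2E3. Buffer or medium: pH 7.5 Tris-based buffer. Reagent: biotinylated RetCOR corepressor at 7 nM final. Schedule: 5 h at 4 °C. Detection: TR-FRET, emission read at 617 and 671 nm. Replicates: one well per compound, singlicate testing.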
# EBV LMP1 NFkB: reduces LMP1-driven NF-kappaB luciferase signal | actives 0.69% (n = 350,000) | LMP1-induced NF-kappaB luciferase reporter cells, luminescence | inhibition, % at 12.5 µM; in the data active = inhibition above about 41%;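 also: 0% = neutral control wells and 100% = reference inhibitor control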
# KKLEB tox: CF airway cell cytotoxicity counter-screen | KKLEB CF airway cells viability, ATPlite luminescence, overnight; hits give low values; cells stimulated with P. aeruginosa culture filtrate | activity change (cytotoxicity), % at 5 µM | actives 0.36% (n = 360,000);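 active = corrected activity change at or below -50% at 5 µM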
# CF NFkB inh: blocks PAF-induced NF-kB reporter in cystic fibrosis cells; KKLEB NF-kB-GFP reporter, GFP fluorescence overnight; inhibition, % at 5 µM; actives 0.86% (n = 360,000); AID 588850;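 active = at least 50% inhibition at 5 µM, scaled per plate between neutral and stimulator controls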;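 also: PAF is a Pseudomonas aeruginosa culture filtrate used as stimulus; plate controls were PAF-stimulated DMSO wells for no effect and unstimulated DMSO wells for full effect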
# HIF-2a block: HIF-2a inhibition; actives 0.72% (n = 360,000); inhibition, % at 18.8 µM; 786-0 RCC cells HIF-2a reporter, luciferase luminescence, overnight; AID 624352;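 active = inhibition of the luminescence signal of 40% or more relative to plate controls, in a single-dose primary screen at 18.75 µM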
# Peg3 prom inh: inhibitors of Peg3 promoter; HeLa PEG-Prom luciferase reporter, luminescence, overnight; actives 1.7% (n = 360,000); inhibition, % at 20 µM; AID 588405;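 active = inhibition of at least 50% at 20 µM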
# TRAIL sens C8: sensitizes caspase-8 expressing cells to TRAIL | NB7+C8 cells + TRAIL, ATPlite viability luminescence | actives 1% (n = 360,000) | inhibition (viability loss, TRAIL sensitization), % at 10 µM | AID 624354;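 active = compounds causing at least 50% loss of cell viability in the single-dose screen, relative to plate controls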
# MITF TRPM1 inh: inhibitors of MITF-driven TRPM1 promoter in melanoma cells; SK-MEL-5 TRPM1 promoter luciferase, 24 h; inhibition, % at 12.5 µM; actives 0.83% (n = 330,000); AID 488899;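 active = mean inhibition across replicates of 60% or more, whatever share of single replicates reaches that level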; also: values of inactives mirror those of a sister screen read the other way
# NR2E3 ag-2: agonists of human NR2E3 nuclear receptor | Q9Y5X4 | CHO-S Gal4-NCOR/VP16-NR2E3 two-hybrid, luciferase | inhibition of corepressor binding, % at 3.98 µM | actives 0.35% (n = 360,000) | AID 602229;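 active = inhibition above the mean of all tested compounds plus 3 SD, cut at about 70% in these data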;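 also: 0% = DMSO with NR2E3 transfected cells and 100% = cells lacking NR2E3 construct; higher means lower luciferase signal from less NR2E3 corepressor binding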
# iPSC survival up: enhancers of human iPSC single-cell survival. hiPSC single-cell survival, ATPlite luminescence; 100% = ROCK inhibitor wells, 0% = DMSO. survival enhancement, % at 20 µM. actives 0.044% (n = 360,000). AID 602274; in the data active = survival enhancement above about 18%;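 also: cells exposed to compounds for 16 hours before the ATP read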
# Shn3 inh set2: Schnurri-3 reporter inhibition in Clone20 osteoblasts; Clone20 osteoblast Shn3 3'UTR firefly luciferase, 24 h; inhibition, % at 12.5 µM; actives 0.52% (n = 360,000); AID 588674;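 active = mean inhibition of at least 75% with every replicate also reaching 75%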;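 also: 0% = median of neutral control wells and 100% = pilot-screen positive control compound; some compounds past the cut are filed as inactive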
# An asterisk follows results filed as active; nt = no result given. This is a subset; the hit share may differ from the screen's.
SMILES,NR2E3 ag-1,EBV LMP1 NFkB,KKLEB tox,CF NFkB inh,HIF-2a block,Peg3 prom inh,TRAIL sens C8,MITF TRPM1 inh,NR2E3 ag-2,iPSC survival up,Shn3 inh set2
CCC1=Nc2cc(C(=O)N3CCC4(CC3)OCCO4)ccc2Sc2ccc(C)cc21,1.7,2.4,9.4,-28.4,13.7,22.6,-0.2,-9.3,-27.5,0.3,6.3
O=C(NCc1cccnc1)NC1CCCCC1,-0.6,-3.2,-10.9,-16.8,6.6,-15.6,-3.8,-5.5,-31.6,-1.8,0.8
CCN1CCN(C(=O)COc2ccc3oc4c(c3c2)CCCC4)CC1,nt,-2.7,-19.0,1.8,-0.2,5.0,8.2,-3.8,-35.6,-0.2,-4.3
C[C@@H]1CC2C3CC=C4C[C@@H](O)CC[C@]4(C)C3CC[C@]2(C)[C@H]1O (stereo partly specified),nt,-3.6,-11.7,23.4,-6.3,25.6,-1.2,-2.5,-18.2,3.0,19.1
COC(=O)C1=C(c2cc3ccccc3o2)C[C@@H]2CC[C@H]1N2C(=O)N1CCCC1,-0.1,12.1,-5.8,30.6,16.1,13.8,3.2,9.6,6.3,-0.9,49.7
Cc1cccc(OCCn2cccc2/C=C2/C(=O)NC(=O)N(Cc3ccco3)C2=O)c1,-0.3,nt,-2.6,-25.9,-30.2,-56.5,-11.6,nt,-6.3,-0.6,-14.7
CNC(C(=O)c1ccccc1)C(OC(C)C)c1ccc(Cl)cc1 (stereo unspecified),-1.1,10.8,1.8,6.1,-19.2,-5.2,12.3,-1.2,-15.9,0.2,-5.7
NCCCCCC(=O)OC1N=C(c2ccccc2Cl)c2cc(Br)ccc2NC1=O (stereo unspecified),-1.8,3.2,-7.1,2.3,26.8,2.8,-8.7,0.3,7.7,-0.4,14.3
CC12CN3CN(C1)CC(c1ccccc1)(C3)C2=O,0.7,1.3,1.6,6.8,5.9,16.4,-11.1,9.3,-3.0,1.7,-9.2
C[C@]12CC[C@@H](O)C[C@@H]1CC[C@@H]1[C@@H]2CC[C@]2(C)C(=O)[C@H](O)C[C@@H]12,nt,-0.3,6.6,4.7,1.5,-1.8,-5.2,nt,2.4,-2.2,8.8

# Three structures already listed, ordered by SMILES length, descending.
SMILES,NR2E3 ag-1,EBV LMP1 NFkB,KKLEB tox,CF NFkB inh,HIF-2a block,Peg3 prom inh,TRAIL sens C8,MITF TRPM1 inh,NR2E3 ag-2,iPSC survival up,Shn3 inh set2
CCN1CCN(C(=O)COc2ccc3oc4c(c3c2)CCCC4)CC1,nt,-2.7,-19.0,1.8,-0.2,5.0,8.2,-3.8,-35.6,-0.2,-4.3
CC12CN3CN(C1)CC(c1ccccc1)(C3)C2=O,0.7,1.3,1.6,6.8,5.9,16.4,-11.1,9.3,-3.0,1.7,-9.2
O=C(NCc1cccnc1)NC1CCCCC1,-0.6,-3.2,-10.9,-16.8,6.6,-15.6,-3.8,-5.5,-31.6,-1.8,0.8

# (cont.)
SMILES,NR2E3 ag-1,EBV LMP1 NFkB,KKLEB tox,CF NFkB inh,HIF-2a block,Peg3 prom inh,TRAIL sens C8,MITF TRPM1 inh,NR2E3 ag-2,iPSC survival up,Shn3 inh set2
CN(C)C(=O)Oc1cccc(NC(=O)c2ccccc2C(F)(F)F)c1,0.2,-9.7,6.9,5.3,17.9,14.2,-16.5,10.2,8.5,0.0,-3.5
C[C@]12CC[C@H](O)CC1C(=O)CC1C2CC[C@@]2(C)C1CC[C@@H]2O (stereo partly specified),nt,8.5,-3.3,12.5,5.0,2.5,-2.0,6.9,-35.5,-2.0,18.7
CCC(=O)Nc1ccc(N2CCN(CC)CC2)c(Cl)c1,-2.8,1.0,0.0,-6.1,1.0,4.7,4.1,-2.6,-19.5,-0.5,3.2
COP(=O)(CC(=O)O)c1ccccc1 (stereo unspecified),0.2,1.9,19.0,5.9,1.0,4.9,6.3,2.3,-21.2,-3.2,-0.5
O=c1[nH]c2ccccc2o1,1.3,-7.7,9.5,-6.4,2.4,-7.8,-5.8,-8.4,-5.1,0.8,2.6
C[C@@H]1C(=O)O[C@@H]2[C@H](O)C34[C@@H]5OC(=O)C3(O[C@H]3OC(=O)[C@H](O)C34[C@H](C(C)(C)C)[C@H]5O)[C@@]12O (stereo partly specified),1.5,5.0,4.4,-20.2,5.6,-19.1,18.5,-14.6,18.1,-1.9,-30.2
COc1ccc(CNCCc2c[nH]c3ccccc23)c(OC)c1OC,1.7,4.6,-16.9,-2.2,14.2,-0.4,-1.4,1.4,-9.9,1.8,9.9
N#CCCn1cc(C(=O)Nc2ccc([N+](=O)[O-])cc2)c(-c2ccc3c(c2)OCCO3)n1,1.3,4.1,-15.1,-31.5,14.9,24.1,-10.2,-21.0,-24.1,2.2,6.8
Oc1ccccc1Cl,nt,1.6,15.6,-13.7,7.6,-5.7,-1.1,nt,1.4,3.1,-0.4
COc1ccc(C(O)P(=O)(Oc2ccccc2)Oc2ccccc2)cc1 (stereo unspecified),-2.1,2.1,-5.7,-5.8,6.8,1.9,-1.1,1.5,-2.5,-0.2,-28.5
COc1ccc(CCNCc2ccc(Br)cc2)cc1OC,-0.9,7.9,-11.4,-5.6,12.9,0.2,-7.8,-5.1,-4.1,-0.5,-8.4
CC12CN3CC(C)(CN(C1)C31CCSCC1)C2=O,2.8,-5.1,-3.8,-3.1,8.4,0.6,-15.3,0.7,-15.7,-2.2,-11.9
C[C@]12CC[C@@H](O)CC1=CCC1C2CC[C@@]2(C)C1CC[C@@H]2O (stereo partly specified),nt,7.3,-0.5,5.3,1.9,-8.0,-3.0,nt,28.4,-1.1,5.6
O=C1NC(=O)N(CCC2=CCCCC2)C(=O)/C1=C\c1cccs1,-0.3,5.7,-16.9,25.3,27.3,41.8,5.6,5.1,-1.3,-1.1,10.4
CN1CCN(c2nc3ccccn3c(=O)c2C=C2C(=O)N(C)C(=O)N(C)C2=O)CC1,3.9,5.6,-24.8,12.4,13.9,20.2,2.4,2.4,-9.3,1.9,1.0
O=C(C1CCC(=O)N1Cc1ccc(F)cc1)N1CCC2(CC1)OCCO2 (stereo unspecified),4.1,6.4,1.7,-6.1,4.8,0.8,-5.5,-6.4,-0.8,-4.0,2.8
COC12CCC3(CC1C(C)(O)C(C)(C)C)[C@H]1Cc4ccc(OC5OC(C(=O)O)[C@@H](O)C(O)[C@H]5O)c5c4[C@@]3(CCN1CC1CC1)C2O5 (stereo partly specified),nt,6.5,1.3,1.5,5.9,-8.8,-0.3,-3.0,-21.1,2.7,11.5
CCCC(C)C1(CC)C(=O)NC(=Nc2ccccc2OC)NC1=O (stereo unspecified),-4.4,-0.4,-2.2,7.3,2.5,4.9,10.8,4.9,-4.3,-3.0,6.6
CN(C)C(=O)Oc1c(Cl)cc(Cl)c2cccnc12,-0.8,5.2,14.4,-4.1,16.3,10.5,-7.9,-1.3,-7.9,0.6,0.8
N#Cc1ccc(/C=C/C(=O)O)cc1,6.2,-4.0,-1.5,-15.1,7.6,-1.3,8.2,-4.0,9.3,-0.5,0.9
Cc1nn(Cc2ccccc2)c(C)c1C(=O)NC1CCCc2ccccc21 (stereo unspecified),3.8,-0.1,-4.5,13.3,6.0,10.8,2.5,1.4,20.1,-1.7,9.8
O=[N+]([O-])c1ccc(NC2CCCC2)c2ccncc12,2.3,8.6,-7.2,28.3,21.2,25.7,3.1,-1.2,8.0,-0.3,21.2
CN(C)C(CNC(=O)Cc1c(Cl)cccc1Cl)c1ccccc1 (stereo unspecified),2.6,3.0,-11.5,3.6,2.9,2.1,-0.8,-6.8,36.6,-2.9,4.5
CC(=NCC1CCCO1)c1c(O)n(C)c(=O)n(C)c1=O (stereo unspecified),0.2,4.1,8.7,11.0,26.8,6.8,0.8,5.2,1.4,-2.6,-3.5
c1ccc(-c2ccncc2)cc1,nt,-3.9,12.8,-16.7,9.7,17.3,5.5,2.0,-13.3,-1.3,1.9
COC(=O)C1(C(=O)O)Cc2cc([N+](=O)[O-])ccc2N2CCCC21 (stereo unspecified),-2.2,8.7,-0.5,1.2,6.0,7.2,3.9,3.9,-4.0,-0.4,0.5
COC(=O)C1=C(c2cccc(C#N)c2)C[C@@H]2CC[C@H]1N2C(=O)NCCOc1ccccc1,1.2,-1.3,8.0,12.3,8.2,-10.1,-18.6,8.7,11.2,-0.8,-1.9
CCc1ccc(OCC(=O)N2CCN(Cc3ccc4c(c3)OCO4)CC2)cc1,0.6,-24.3,0.8,-17.2,-4.8,0.7,-2.0,3.9,-0.2,-0.1,2.2
COC(=O)CSC1=NP(=S)(SCC(=O)OC)N2CCCC2=C1C#N (stereo unspecified),2.2,0.9,5.9,2.5,20.3,1.1,7.8,8.0,-1.4,-2.0,7.6
CN1CCCC(C(=O)c2ccc(-c3ccccc3)cc2)C1 (stereo unspecified),-0.6,-3.7,-3.6,5.1,-60.6,-53.7,3.9,-9.5,-21.7,0.0,-31.3
Cn1c(=O)cc(OCC(=O)N2CCN(C3CCCCC3)CC2)c2ccccc21,-0.7,-28.6,18.3,-67.0,12.8,14.6,-2.9,16.7,3.1,-3.1,-15.4
CN1C(=O)N(C)C(=O)C2(Cc3cc(NC(=O)c4ccc(F)cc4)ccc3N3CCCC32)C1=O (stereo unspecified),5.7,-0.9,-6.0,-2.3,6.8,6.4,4.5,6.5,-40.2,-0.1,5.1
COc1ccc(C)cc1NC1=NCCCS1,-2.0,0.2,-0.2,-1.0,14.1,-8.6,3.5,0.4,26.9,-3.2,-0.2
C[C@]12CCC3C(CC[C@H]4C[C@@H](O)CC[C@]34C)C1[C@H]1CN=N[C@H]1[C@@H]2O (stereo partly specified),nt,1.1,0.7,-1.8,0.4,-6.9,-9.7,-5.9,6.1,4.7,2.0
S=C(NCCc1ccccc1)NCCc1cnc[nH]1,-2.5,-19.3,-1.8,1.6,-22.9,-16.4,-14.4,-18.4,-19.4,-0.7,-23.3
O=C(NCCCn1ccnc1)C(Cl)(Cl)Cl,6.7,-2.2,-2.0,8.5,13.3,-5.6,5.5,-9.3,-13.2,-0.5,6.7
C[N+](C)(C)c1ccccc1,5.4,1.7,16.8,-18.5,-1.3,8.5,-4.3,1.8,14.3,3.6,-3.5
O=C1NC(c2cccnc2)Nc2sc3c(c21)CCCC3 (stereo unspecified),-0.8,-9.1,-5.9,-3.5,-156.3,-183.9,-5.9,-38.2,-47.0,-1.0,-23.7
c1ccc(CN2Cc3ccccc3-n3nncc3C2)nc1,nt,-1.5,4.7,-17.8,-3.5,-5.7,13.1,nt,0.1,0.2,-9.6
O=c1[nH]c(=O)n(CCC2=CCCCC2)c(O)c1C=NCCN1CCNCC1,-1.8,2.8,-1.4,-3.6,17.9,-18.6,-1.5,9.6,-6.7,-0.5,5.3
Cc1ccc(-n2c(O)c(C=NCCN(C)C)c(=O)[nH]c2=O)cc1,-3.1,-6.3,8.1,-12.5,14.2,1.0,-3.1,-2.0,-24.6,-0.8,1.0
O=C(Nc1ccc(Cl)cc1C(=O)c1ccccc1)c1ccco1,-0.8,-4.2,-6.3,13.3,4.4,1.6,6.8,6.5,-4.8,-1.8,-7.1

# Compound activity (PubChem)
